# G9a inh – blocks human histone lysine methyltransferase G9a. Q96KQ7. G9a H3K9 monomethylation, AlphaScreen, 2 h. Potency, µM (highest dose often 102 µM), without a hit: top-dose activity, negative = inhibition, most hits filed as inhibitors. 350,000 compounds, 8.8% hits. AID 504332; further: nearly all actives have a fitted effect of over 75% in size
# Target sequence (Q96KQ7 913-1193 limits assumed): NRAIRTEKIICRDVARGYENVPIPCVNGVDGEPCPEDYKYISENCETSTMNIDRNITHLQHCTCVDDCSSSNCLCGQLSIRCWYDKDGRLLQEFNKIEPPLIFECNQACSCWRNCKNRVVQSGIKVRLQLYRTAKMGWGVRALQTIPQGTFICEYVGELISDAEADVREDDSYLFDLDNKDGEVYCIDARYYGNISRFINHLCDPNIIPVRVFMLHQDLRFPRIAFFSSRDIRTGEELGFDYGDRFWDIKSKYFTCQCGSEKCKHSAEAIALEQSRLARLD
#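 Quantitative HTS format: methyltransferase activity on a biotin-tagged H3K9 peptide is measured by AlphaScreen, using a rabbit anti-monomethyl-H3K9 antibody with streptavidin donor and anti-IgG acceptor beads. Final levels are 20 nM enzyme, 500 nM peptide, 20 uM SAM; 2 h RT.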
# BAZ2B block – inhibitors of human BAZ2B bromodomain. Q9UIF8. AlphaScreen BAZ2B-H3K14Ac peptide displacement. Potency, µM (top dose mostly 114 µM), without a hit: top-dose activity change, negative = inhibition, actives largely listed as inhibitors. 360,000 compounds, 4.4% hits; further: nearly all actives have a fitted effect of over 60% in size
#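 Multi-concentration screen (max 110 uM) measuring displacement of acetylated histone H3 peptide from BAZ2B by AlphaScreen, using 50 nM protein, 50 nM peptide and 10 ug/mL streptavidin donor plus Ni-chelate acceptor beads.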
# An asterisk follows results filed as active; ? = inconclusive; [ ] = another dose, or the depositor's remark. The call rests on the fitted dose curve; in most records, active means well fitted inhibition curve with a large enough effect; inconclusive means small, poorly fitted or top-dose-only effect; inactive means no such curve, though single readings can be large or run the other way. On the % scale 0 is the no-effect control and ±100 the full control effect; potency means the concentration at half of the fitted maximal effect. These rows are one share of the data (hit frequency here may not be typical).
BAZ2B block,G9a inh,SMILES
7.1%[22.9 µM],-0.2%[2.33 µM],Cc1cc2c(c(=O)n1Cc1ccccc1)C1O[C@](CCCCN3C(=O)c4ccccc4C3=O)(Cc3ccccc31)O2
-4.4%,3.8%[0.0925 µM],Brc1ccccc1OCCCCCN1CCCC1
-0.4%,-44.2%[59 µM],Cc1cc(C)nc(SCCn2c(N3CCC(C)CC3)nc3c2c(=O)n(C)c(=O)n3C)n1
-5.0%,4.3%,CCCc1nc(SCC(=O)Nc2cc(Cl)ccc2OC)c2c(=O)n(C)c(=O)n(C)c2n1
?,0.1%,CCCOc1ccc(-c2nc(-c3ccc(N)cc3)cs2)cc1
2.9%,1.0%,O=c1[nH]c2c(cc1CNCCN1CCOCC1)c(-c1cccc(F)c1)nn2-c1ccccc1
-1.4%,13.4%,CCOC(=O)C1CCN(C(=O)C2CCN(S(=O)(=O)c3cccc4cccnc34)CC2)CC1
-3.0%,52.0%[activator][12.7 µM],COC(=O)C1=C(NC(=O)c2cccs2)CCS1
-24.4%,-21.1%,O=C(Nc1nnc(C2CC2)s1)c1cc2c(s1)CCCCCC2
-27.2%,10.1%,Cc1ccc(SC[C@H](Cc2ccccc2)N2CC[C@@H](NC(=O)OCc3ccccc3)CCC2=O)cc1
-30.2%,?,Cc1nc2ccccc2c(=O)n1NC(=O)c1c(O)c2ccccc2n(C)c1=O
11.7%,16.3%,COc1cc2c(cc1NC(=O)Cn1cnc3c1c(=O)n(C)c(=O)n3C)oc1ccccc12
11.0%,13.0%,CCC/C=C(\CCC)C(NS(=O)(=O)c1ccc(C(F)(F)F)cc1)c1ccccc1 (stereo not drawn)
-29.0%,17.5%[59 µM],COc1ccc(C(=O)NCC(O)COc2ccc(C(C)(C)C)cc2)cc1[N+](=O)[O-] (stereo not drawn)
2.7%,0.3%,Cc1ccc(-c2nnc(CSc3nnc4c5c(C)c(C)sc5nc(C(C)C)n34)o2)cc1
-22.7%,-17.9%[59 µM],CCCCN(CCCC)CCNC(=O)Cc1nc2c(c(=O)[nH]c(=O)n2C)n1C
2.3%,-4.4%[59 µM],Cn1c(=O)c2c(ncn2CC(=O)Nc2cc(Cl)c(Cl)cc2Cl)n(C)c1=O
-11.8%,44.7µM*,CCn1c(=S)[nH]c2cc(C(=O)O)ccc21
-1.7%,28.2%[59 µM],CC(=O)c1cc2c(cc1NC(=O)c1ccc(C)cc1)OCO2
-20.3%,6.5%,CCC(CC)C(=O)Nc1cc(Cl)ccc1C
-6.8%,-5.1%[59 µM],O=C(Nc1nc2c(s1)CCCC2)c1cc(-c2ccc3c(c2)OCO3)nc2ccccc12
-7.3%,15.6%[59 µM],C/C(CC(=O)Nc1ccccn1)=N\NC(=O)c1ccccc1
-4.5%,7.7%[59 µM],Cc1ccc(C(=O)NC2CC3CCCC(C2)N3C(=O)NC2CCCCC2)cc1 (stereo not drawn)
1.1%,?,COc1ccccc1N1CCN(S(=O)(=O)c2ccc3c4c(cccc24)C(=O)N3C)CC1
-20.7%,?,Cc1cc(Nc2cccc(O)c2)c2ccccc2n1
1.4%,14.1µM*,CN(C)c1ccc(-c2nn3c(-c4ccc(Cl)cc4Cl)nnc3s2)cc1
-25.2%,31.6µM*,Cc1ccc2[nH]c3c(c2c1)CN(C(=O)CN1CCN(c2ccccc2F)CC1)CC3
-18.7%,?,Cc1c(Nc2cc(N3CCOCC3)c3nonc3c2[N+](=O)[O-])c(=O)n(-c2ccccc2)n1C
-6.1%,-0.4%,CCOC(=O)c1cc(NC(=O)COC)ccc1O
57.2%[activator],54.4%[activator][59 µM],CC(=O)N(CC(C)(C)CC=C(C)C)c1ccccc1
0.9%,17.7%,O=C(Cn1c(CSc2ccccc2)nc2ccccc21)Nc1ccccc1
28.2µM*,8.91µM*,O=[N+]([O-])/C(C(Cl)=C(Cl)Cl)=C(\Nc1ccc(F)cc1)n1cncn1
11.9%,0.6%[59 µM],CCOc1ccc(OCC)c(NC(=O)CSc2nc3c(c(=O)n(C)c(=O)n3C)n2C)c1
?,31.6µM*,CCOc1ccc(S(=O)(=O)Nc2cc(Sc3ncn[nH]3)c3oc(=O)sc3c2)cc1
?,?,CCOC(=O)c1c(NC(=S)Nc2cc([N+](=O)[O-])ccc2OC)sc2c1CCCCC2
0.0%,10.2%[59 µM],COc1ccccc1C1/C(=C(\O)c2ccc3c(c2)OCCO3)C(=O)C(=O)N1CCCN(C)C (stereo not drawn)
5.7%,0.5%,CC1CCN(S(=O)(=O)c2ccc(S(=O)(=O)N3CCN4CCCC4C3)cc2)CC1 (stereo not drawn)
-2.6%,13.1%[59 µM],CCOC(=O)c1cccc(-n2c(-c3ccc(OC)cc3)nc3nc4ccccc4nc32)c1
-3.0%,?,CCN=C1S/C(=C\c2ccc(OC)c(OCC)c2)C(=O)N1CC
?,1.58µM*,COc1ccc(NS(=O)(=O)c2ccc(N3CCCC3)c(NC(=S)Nc3cccc(S(=O)(=O)N(C)C)c3)c2)cc1
6.3%,-34.2%,CCOc1cc(N2CCOCC2)c(OCC)cc1NC(=O)c1nc2nccc(C)n2n1
0.0%,-34.7%[12.7 µM],COc1ccccc1N1CCN(C(=O)c2cnn3cccnc23)CC1
-13.0%,50.1µM*,COc1ccc(O[C@H]2C=C[C@@H](c3ccccc3)O[C@@H]2COC(=O)CCC(C)=NO[C@@H]2O[C@H](COC(C)=O)[C@@H](OC(C)=O)[C@H](OC(C)=O)[C@H]2OC(C)=O)cc1
5.2%,9.6%,CCCC(=O)Nc1c(-c2cccs2)c(=O)c2ccccc2n1CC
1.78µM*,1.78µM*,Oc1c(Br)cc(/C=N/n2c(-c3ccccc3)n[nH]c2=S)c(Br)c1O
?,?,CCOc1ccc(/C=C2/Sc3ccc(C(=O)N4CCN(C(=O)c5ccco5)CC4)cc3N(C)C2=O)cc1OC
-7.5%,10.3%,COc1ccc(CCC(=O)Nc2cc(S(C)(=O)=O)ccc2Cl)cc1
?,?,O=C(O)c1cccc(-c2ccc(/C=N/n3cnc4sc5c(c4c3=O)CCCC5)o2)c1
?,?,COCCNC(=O)c1c(N)sc2c1CCCC2
-22.8%,?,Cc1[nH]c2ccccc2c1C(=O)CN1CCN(C2CCCCC2)CC1

# Complete entries, quoted from the list:
# CCOC(=O)c1cc(NC(=O)COC)ccc1O reads BAZ2B block = -6.1%; G9a inh = -0.4%
# CCOc1ccc(OCC)c(NC(=O)CSc2nc3c(c(=O)n(C)c(=O)n3C)n2C)c1 reads BAZ2B block = 11.9%; G9a inh = 0.6%[59 µM]

# Next section:
BAZ2B block,G9a inh,SMILES
-5.6%,27.2%[59 µM],CCOC(=O)c1sc(/N=C/c2c(C)[nH]n(-c3ccccc3)c2=O)c(C#N)c1C
-26.2%,24.2%[59 µM],COCCCNC(=O)c1cc2c(=O)n3cc(C)ccc3nc2nc1NCC1CCCO1 (stereo not drawn)
?,7.08µM*,CN(C)C1=NC(=O)/C(=C/c2ccc(-c3ccc(S(N)(=O)=O)cc3)o2)S1
?,35.5µM*,COC(=O)CCC(=O)OC1(C)C(=O)C2=CN(CCCCO)C(c3ccc(OC)cc3)=CC2=C(Br)C1=O (stereo not drawn)
-1.3%,10.5%,O=C(c1cccc([N+](=O)[O-])c1)c1ccc2c(c1)C(=O)N(c1c[nH]c(=O)[nH]c1=O)C2=O
0.9%,?,COCCn1c(CN2CCN(c3ccc(F)cc3)CC2)nc2c1c(=O)n(C)c(=O)n2C
10µM*,-37.8%[2.33 µM],O=C1C2=C(C(=O)c3ccccc31)C1O[C@](c3ccsc3)(Cc3ccccc31)O2
-36.8%,35.5µM*,C/C(CCC(=O)OC[C@H]1O[C@H](C#Cc2ccccc2)C=C[C@@H]1Oc1ccc(C)cc1)=N\O[C@@H](C)CN1CCCCc2nc(C)c(C)cc21
-22.9%,?,COc1cc(/C=C2\SC(=Nc3ccc(F)cc3)N(c3ccc(F)cc3)C2=O)ccc1OCC(=O)O
-13.9%,0.7%,CCc1cc2c(C)cc(=O)oc2cc1Oc1ncccc1[N+](=O)[O-]
-1.4%,-8.3%[59 µM],COC(=O)c1cc(OC)c(OC)cc1NC(=O)c1cccnc1
50.1µM*,25.1µM*,COc1ccc(N=c2scc(-c3ccc(S(=O)(=O)N4CCOCC4)cc3)n2CCCO)cc1
-22.2%,0.7%,Cc1ccc(NC(=O)CSc2nnc(-c3cccs3)o2)cc1S(=O)(=O)N(C)C
-1.1%,-26.8%[12.7 µM],CC(=O)Nc1cc2c(s1)c1cnn(Cc3ccccc3F)c(=O)c1n2C
-29.3%,?,Cc1ccnc(NC(=O)CSc2nnc3c(n2)[nH]c2ccccc23)c1
1.0%,27.0%[12.7 µM],CC1CCN(c2nc3c(c(=O)n(C)c(=O)n3C)n2CCSc2nc3ccccc3o2)CC1
0.0%,-0.2%[59 µM],COc1ccc(C2c3c(oc4ccccc4c3=O)C(=O)N2Cc2ccncc2)cc1 (stereo not drawn)
-6.7%,-10.6%[59 µM],Cc1ccc(C(c2nnnn2C(C)(C)C)N2CCc3ccccc3C2)cc1 (stereo not drawn)
14.1µM*,?,C#CCOCCOCCOCCNc1nc(N2CCN(C(=O)[C@H](CCC(=O)O)n3cc(C(N)CO)nn3)CC2)nc(N2CCN(C(=O)[C@H](CCCCN)n3cc(C(N)[C@H](C)CC)nn3)CC2)n1 (stereo partly drawn)
-2.6%,2.4%,CCOC(=O)Nc1ccc2c(c1)nc(CN1CCCCC1)n2C
23.6%,14.0%,CCOc1cccc(-c2nnc3sc(-c4ccc(C)cc4)nn23)c1
22.4µM*,?,C#CCOCCOCCOCCNc1nc(N2CCN(C(=O)[C@H](CCCCN)n3cc([C@@H](N)CO)nn3)CC2)nc(N2CCN(C(=O)[C@H](Cc3cc4ccccc4[nH]3)n3cc([C@@H](N)CO)nn3)CC2)n1
2.1%,-0.9%,CN(C)CCCN1C(=O)C(=O)/C(=C(/O)c2ccc3c(c2)OCCO3)C1c1ccco1 (stereo not drawn)
0.0%,8.3%[59 µM],CCCN1CCC(N2CCN(c3ccccc3OC)CC2)CC1
5.6%,12.7%,Cc1cc2nnc(SCCCCN3C(=O)c4ccccc4C3=O)n2c2ccccc12
?,24.1%[0.501 µM],Cn1c(Oc2ccc(Cl)c3cccnc23)nc2c1c(=O)n(Cc1ccccc1Cl)c(=O)n2C
5.3%,89.1µM*,CCOC(=O)CC1C(=O)NCCN1C(=O)c1cc2c(=O)n3ccccc3nc2s1 (stereo not drawn)
22.4µM*,1.41µM*,Oc1ccc(CNc2cccc(C(F)(F)F)c2)c2cccnc12
-20.1%,-0.9%,CCOC(=O)N1CCC(NC(=O)C(NC(=O)C2CCC(C)CC2)C(C)CC)CC1 (stereo not drawn)
16.7%,39.9%[59 µM],C[C@@H]1CC=C[C@H]2[C@H]1C(=O)N(Cc1ccccc1)[C@H]2c1ccc(F)c(Br)c1
-11.4%,?,CC(=O)OC[C@H]1O[C@H](CCO/N=C(\C)CCN2CCCc3nc(C)c(C)cc32)C=C[C@@H]1OC(C)=O
-38.5%,3.55µM*,COc1ccc(-c2ccc3c(n2)sc2c(=O)[nH]c(=O)[nH]c23)cc1OC
?,-1.9%[59 µM],Cc1cccc(-c2cc(C(=O)NCCCn3ccnc3)c3ccccc3n2)c1
19.1%,31.6µM*,COC(=O)[C@@H]1CC[C@H](C)[C@@H](c2ccc(C)cc2)N1C(=O)c1ccc(/C=N/O[C@@H](C)CN2CCCCc3nc(C)c(C)cc32)cc1
-5.9%,39.8µM*,CCOC(=O)N1CCC(N2C(=O)c3ccccc3C2Nc2ccc(S(=O)(=O)N3CCCCC3)cc2)CC1 (stereo not drawn)
-10.2%,-4.3%,CC1CCC(NC(=O)c2ccc(NC(=O)c3ccc(=O)[nH]c3)cc2)CC1 (stereo not drawn)
-4.3%,?,CCCN1CCN(C(=O)c2cc3c(s2)-c2ccccc2S(=O)(=O)C3)CC1
0.8%,-1.1%,CCC(C)n1cnc2c(c1=O)c1nc3ccccc3nc1n2Cc1ccc2c(c1)OCO2 (stereo not drawn)
15.7%,?,COc1ccc(NC(=O)COC(=O)c2ccc(S(=O)(=O)N(C)c3ccccc3OC)cc2)c(OC)c1

# Looked up one by one from the list above:
BAZ2B block,G9a inh,SMILES
0.8%,-1.1%,CCC(C)n1cnc2c(c1=O)c1nc3ccccc3nc1n2Cc1ccc2c(c1)OCO2 (stereo not drawn)
-11.4%,?,CC(=O)OC[C@H]1O[C@H](CCO/N=C(\C)CCN2CCCc3nc(C)c(C)cc32)C=C[C@@H]1OC(C)=O
-38.5%,3.55µM*,COc1ccc(-c2ccc3c(n2)sc2c(=O)[nH]c(=O)[nH]c23)cc1OC
-20.1%,-0.9%,CCOC(=O)N1CCC(NC(=O)C(NC(=O)C2CCC(C)CC2)C(C)CC)CC1 (stereo not drawn)
-5.9%,39.8µM*,CCOC(=O)N1CCC(N2C(=O)c3ccccc3C2Nc2ccc(S(=O)(=O)N3CCCCC3)cc2)CC1 (stereo not drawn)
22.4µM*,1.41µM*,Oc1ccc(CNc2cccc(C(F)(F)F)c2)c2cccnc12

# Screening results (PubChem)
